# p47phox inh = p47phox (human) inhibition; 0.53% of 220,000 active; p47phox/p22phox peptide binding, fluorescence polarization, 2 h; inhibition, % at 24.7 µM; AID 1274;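 active means inhibition above about 30%, limit read from the data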;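 further: 0% = p47phox with labelled peptide and 100% = labelled peptide alone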
# NPY-Y2 PAM-ag = potentiators or agonists of human neuropeptide Y receptor Y2; activation, % at 3.6 µM; cells expressing NPY-Y2, potentiator/agonist read-out; P49146; AID 1359; 0.45% of 220,000 active; in the data active means activation above about 27%;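 further: cells stimulated with NPY near EC25 plus isoproterenol at EC100; 0% = vehicle plus submaximal agonist and 100% = vehicle plus saturating agonist; some results beyond the cut were filed as inactive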
# Target sequence (P49146 whole entry, looked up): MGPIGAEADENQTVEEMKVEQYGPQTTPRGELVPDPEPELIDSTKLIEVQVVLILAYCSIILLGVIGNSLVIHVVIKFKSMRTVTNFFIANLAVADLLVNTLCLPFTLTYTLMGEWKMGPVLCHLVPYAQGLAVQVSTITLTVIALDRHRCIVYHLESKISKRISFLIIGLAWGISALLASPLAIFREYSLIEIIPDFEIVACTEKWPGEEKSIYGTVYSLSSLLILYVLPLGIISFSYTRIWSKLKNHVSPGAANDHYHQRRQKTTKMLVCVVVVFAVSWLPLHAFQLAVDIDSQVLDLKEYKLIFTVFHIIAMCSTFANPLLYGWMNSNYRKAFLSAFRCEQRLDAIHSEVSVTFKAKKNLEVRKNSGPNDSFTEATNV
# S1P4 antag = blocks the human S1P4 receptor; O95977; S1P4-expressing cells, antagonist mode, reporter read-out; inhibition, % at 4.98 µM; 0.26% of 220,000 active; AID 1510; in the data active means inhibition above about 29%;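 further: 0% = wells stimulated with agonist and 100% = vehicle wells without agonist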
# Target sequence (O95977 whole entry, looked up): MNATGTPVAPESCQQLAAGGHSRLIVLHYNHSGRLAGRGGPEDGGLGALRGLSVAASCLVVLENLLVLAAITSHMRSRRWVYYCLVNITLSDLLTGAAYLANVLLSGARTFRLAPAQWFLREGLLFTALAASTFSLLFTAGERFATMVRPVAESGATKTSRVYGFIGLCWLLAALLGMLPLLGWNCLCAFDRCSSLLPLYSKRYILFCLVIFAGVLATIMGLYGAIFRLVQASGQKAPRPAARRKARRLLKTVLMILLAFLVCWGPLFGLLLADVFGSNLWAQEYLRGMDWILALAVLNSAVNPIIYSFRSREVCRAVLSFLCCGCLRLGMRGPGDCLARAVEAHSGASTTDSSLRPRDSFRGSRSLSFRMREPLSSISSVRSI
# S1P4 ag = human S1P4 receptor agonism; S1P4-expressing cell line, agonist reporter assay; activation, % at 4.98 µM; 0.35% of 220,000 active; in the data active means activation above about 11%;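 further: 0% = DMSO vehicle and 100% = reference agonist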
# CHOP inhibitor = blocks CHOP induction under ER stress; CHO-K1 CHOP-promoter luciferase, tunicamycin-induced, 15-18 h; AID 2732; inhibition, % at 10 µM; 3.8% of 220,000 active;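 active means compounds that reduced the stress-induced luciferase reporter signal by more than about 70% of percent inhibition, limit read from the data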;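 further: 0% = tunicamycin plus vehicle and 100% = wells without tunicamycin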
# NPY Y1 blocker = blocks the human neuropeptide Y Y1 receptor; P25929; HEK293-CNG Y1 cells, membrane potential fluorescence; NPY at EC95, then isoproterenol; inhibition, % at 3.6 µM; 1% of 200,000 active;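 active means inhibition above the campaign mean inhibition of all tested compounds plus 3 SD, cut at about 20% in these data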;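 further: 0% = DMSO wells given NPY plus isoproterenol and 100% = isoproterenol alone without NPY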
#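 Test system – HEK293 Y1/CNG channel cell line · Also added – NPY agonist 25 nM, then isoproterenol 1 µM plus Ro 20-1724 25 µM · Compound dosing – one concentration, 3.6 µM, in 0.4% DMSO · Schedule – compound incubation 1 h at room temperature, readout 45 min post-stimulation · Technique – fluorescence, membrane potential probe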
# BaF3 parental = parental Ba/F3 viability inhibition as JAK2V617F counter-screen; CellTiter-Glo ATP luminescence; inhibition, % at 5.6 µM; 1.1% of 220,000 active; AID 1486;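 active means inhibition above a per-campaign cutoff, the mean inhibition of all tested compounds plus 3 SD, cut at about 27% in these data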;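 further: 0% = DMSO wells and 100% = JAK Inhibitor I control wells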
# Ba/F3 V617F tox = loss of viability in JAK2V617F-driven Ba/F3 cells. inhibition, % at 5.6 µM. 1.1% of 220,000 active. Ba/F3 EpoR-JAK2V617F viability, ATP luminescence. AID 1446;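 active means inhibition above the campaign mean plus 3 SD over all tested compounds, cut at about 24% in these data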;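 further: cytokine-independent growth of Ba/F3 cells driven by EpoR plus mutant JAK2; 0% = DMSO-treated cells and 100% = JAK inhibitor I control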
# NPY-Y1 PAM-ag = human NPY-Y1 potentiation or agonism, primary screen; P25929; NPY-Y1 expressing cells, potentiator/agonist activation; activation, % at 3.6 µM; 0.37% of 220,000 active; in the data active means activation above about 33%, passing the limit was not always enough;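 further: cells stimulated with NPY at EC10 then isoproterenol at EC100; 0% = low agonist plus stimulus and 100% = saturating agonist plus stimulus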
# Numbers without * were called inactive; . = not tested or not shown.
SMILES,p47phox inh,NPY-Y2 PAM-ag,S1P4 antag,S1P4 ag,CHOP inhibitor,NPY Y1 blocker,BaF3 parental,Ba/F3 V617F tox,NPY-Y1 PAM-ag
N=C(N)N1CCc2ccccc21,-5,3,-8,1.4,12,.,-6,-2,-2
CCOC(=O)C1=C(O)C(=O)N(c2ccc(S(N)(=O)=O)cc2)C1c1cccc([N+](=O)[O-])c1 (stereo not given),-13,-4,-16,0.1,2,.,5,5,-3
CCC(Cc1ccccc1)NC(=O)CN(C)S(=O)(=O)c1ccc2c(c1)c(=O)n(C)c(=O)n2C (stereo not given),-9,-11,-7,0.1,27,1,2,-4,-6
N#C/C(=C\c1cccc(Cl)c1)c1n[nH]c(Cn2cncn2)n1,-17,-4,10,-2.1,5,4,6,3,4
O=C(CCCC(=O)OCC(F)(F)C(F)F)Nc1ccc(NC(=O)CCCC(=O)OCC(F)(F)C(F)F)cc1,5,-1,-2,1.4,5,6,5,-2,-9
CC(=O)Nc1ccc(NC(=O)c2sc3nc4n(c(=O)c3c2C)CCCCC4)cc1,2,6,-7,0.2,9,-5,6,0,17
Cc1cc(C)c2c(N)c(C(=O)N3CCCCCC3)sc2n1,6,-6,4,-1.5,9,0,-2,-4,-19
O=C(Nc1ccccc1)Nc1cc(Cl)cc(Cl)c1,-18,-4,26,-2.6,111*,-4,3,-4,15
CCOC(=O)NC1(C(F)(F)F)NC(=O)N(c2cccc(C(F)(F)F)c2)C1=O (stereo not given),-3,-1,-13,2.5,1,8,4,1,2
O=C(O)c1nccnc1C(=O)N1CCN(c2ccccc2)CC1,-7,8,-5,0.3,-45,2,-2,-3,7
COc1ccc(N=C2SC(C(N)=O)CC(=O)N2CCc2ccc(OC)c(OC)c2)cc1 (stereo not given),0,-12,-18,-0.4,5,-1,6,-2,-1
Cc1cccc(NC(=O)CSc2nnc(-c3ccccc3C)o2)c1,-10,-12,-10,-1.0,44,15,-1,1,-6
COc1ccc(C2C(C#N)=C(C)NC3=C2S(=O)(=O)c2ccccc23)cc1 (stereo not given),-9,2,-15,1.1,15,3,2,-2,-19
COc1ccc(/C=N/OCC(=O)N=Nc2c(O)[nH]c3ccc(Br)cc23)cc1,6,-8,-18,1.3,-5,-1,4,0,-2
COC(=O)CCc1c(C)[nH]c(=S)[nH]c1=O,-8,-1,-4,1.1,-19,-1,-1,-4,0
C=CCN1C(=O)CN=C1Nc1ccc(OC)cc1OC,7,-11,-29,-2.1,36,2,3,2,-5
Cc1onc(-c2c(Cl)cccc2Cl)c1C(=O)N=S(C)(=O)c1ccccc1 (stereo not given),-9,-7,-7,0.6,1,.,4,1,-16
O=Cc1c(N2CCCCC2)nc2ccccn2c1=O,2,8,-28,0.8,3,-5,2,-5,-4
Cc1cc(C(=O)OCC(=O)c2cccc([N+](=O)[O-])c2)c2cccc(C)c2n1,-44,-9,-10,1.5,10,6,3,2,-16
CCCc1ccccc1OCCNC(=O)c1cc(=O)n(C)c(=O)n1C,-9,-4,-13,0.3,-4,2,3,3,-8
N#CCC(=O)Nn1c(=S)[nH]c2ccccc2c1=O,-4,-18,-8,0.8,-1,-2,14,4,1
CCCC(=O)Nc1ccc(N2CCN(S(C)(=O)=O)CC2)cc1,-13,4,-8,1.4,-28,-2,0,-2,-2
CCC(=O)NC(Nc1c(C)n(C)n(-c2ccccc2)c1=O)C(Cl)(Cl)Cl (stereo not given),7,-13,-5,-1.8,-8,-4,11,4,3
Cc1cc(N2CCOCC2)nc(C(C)C)n1,-4,-1,-16,-0.3,17,3,3,1,-8
CC(=O)C1=C(O)C(=O)N(c2ccc(S(N)(=O)=O)cc2)C1c1ccc([N+](=O)[O-])cc1 (stereo not given),-18,1,-21,-1.1,16,-4,-1,-6,14
CC[C@H](C)[C@@H](NC(=O)O[C@@H]1C(=O)c2cc(Br)ccc2O[C@H]1c1cccc(OC)c1)C(=O)OC,-18,-3,-1,1.1,-8,5,1,-4,-45
O=C(CN1CCOCC1)Nc1cc([N+](=O)[O-])ccc1Cl,2,1,10,1.0,2,5,4,0,2
C=CCn1c(C)cc(C(=O)CSc2nnc(NCc3ccccc3)s2)c1C,-46,-8,4,0.6,9,6,1,-3,12
CSc1nnc(C)c(=O)n1COC(=O)COc1ccc2ccccc2c1,22,-21,-14,0.0,-8,11,8,0,-23
COc1cccc(C(=O)OCc2ccccc2C#N)c1O,5,-13,-13,-2.2,9,7,-1,-2,4
CCNS(=O)(=O)c1ccc(NC(=O)c2ccc(Cn3cc(Br)cn3)o2)cc1,-12,7,-24,-0.2,12,-1,11,0,-2
CC(C)CC(=O)Nc1nc(=S)ss1,-4,2,1,-1.0,29,-3,4,4,-18
O=C(NNC1OC(CO)C(O)C(O)C1O)c1cccnc1 (stereo not given),0,21,-8,-0.7,9,2,4,-5,15
COCCCN=C1NN=C(c2cc(C)n(-c3ccccc3F)c2C)CS1,.,2,-12,8.9,44,-3,4,0,4
COc1ccc(N2CCN(C(=O)/C(C#N)=C/c3ccccc3)CC2)cc1,-24,9,-11,0.7,-2,-1,11,-1,16
CC(C)NS(=O)(=O)c1ccc(CCC(=O)Nc2cc(Cl)ccc2Oc2ccccc2)cc1,-12,-1,-12,-1.0,50,-2,3,1,12
COc1ccc(Br)cc1/C=N/Nc1cccc(C(=O)O)c1,-15,6,-12,0.0,-36,5,3,-2,17
Fc1ccccc1NC(=S)Nc1ccc(Br)cc1,-3,1,-14,1.7,12,-3,1,-4,14
CC(C)(CCl)C(=O)Nc1ccc(C(F)(F)F)cc1,-7,4,-8,1.5,18,-5,6,-1,7
Cc1cc(C)c(C(=O)Cn2nc(C)c([N+](=O)[O-])c2C)cc1C,-7,3,13,1.1,31,8,7,-1,27
CCCN(CC(=O)Nc1ccccc1OC)C(=O)c1cc2ccccc2o1,-11,-3,-9,-1.9,61,1,2,-2,-5
COc1ccc(OC)c(NC(=O)COC(=O)CCCN2C(=O)c3ccccc3C2=O)c1,-3,-7,-11,0.1,-15,1,6,-1,-33
CC(=O)c1ccc(NC(=O)C(C)OC(=O)c2ccc(NS(=O)(=O)c3ccc(F)c(F)c3)cc2)cc1 (stereo not given),-37,15,1,-0.1,22,1,2,-4,16
CCO[C@H]1OC(C(=O)N2CCN(Cc3ccc4c(c3)OCO4)CC2)=C[C@@H](C(C)(C)C)[C@@H]1CCCO,-8,5,1,-1.2,9,-1,-3,-1,-23
CC(C)Cc1cc(C(=O)Nc2ccc(Br)cc2)no1,-2,-29,4,1.9,-11,.,3,-3,-12
CCOc1nc(Nc2cc(Cl)ccc2OC)nc(OCC)n1,-5,-7,-1,1.3,40,0,0,-2,-46
CC1CCN(C(=O)CSCC(=O)O)CC1,0,-5,6,-0.5,-2,-1,3,0,-7
CC1CCN(C(=O)c2cc3ccccc3c(=O)o2)CC1,-9,8,-13,1.8,11,-2,7,-1,10
COc1ccc2cc(CCNC(=O)C(C)C)c(=O)[nH]c2c1,-6,-7,11,1.1,-15,-1,2,3,-20
Cc1cc2c(c(=O)o1)C(c1ccc([N+](=O)[O-])o1)C(C#N)=C(N)O2 (stereo not given),-12,-3,-2,-0.7,0,.,4,3,-19
CC(=O)Nc1ccc(S(=O)(=O)N(Cc2ccccc2)c2ccccc2F)cc1,1,-16,-9,0.9,-14,2,8,3,4
Fc1ccc(NC(=S)N2CCCN(c3ccc(C(F)(F)F)cn3)CC2)c(F)c1,2,43*,-7,2.2,53,.,33*,35*,24
CCC(c1nnnn1Cc1ccco1)N(CCc1ccccc1)Cc1cc2cccc(C)c2[nH]c1=O (stereo not given),-48,-5,-1,0.2,18,7,3,2,0
COc1ccccc1Nc1cc(C(=O)NCCCN2CCOCC2)c2ccccc2n1,-7,5,-4,-0.9,-36,-2,6,4,5
COC(=O)Cc1cc(=O)[nH]c(/N=C(\N)Nc2ccccc2C)n1,-6,3,-38,-0.5,22,0,3,1,11
C=CCN(C#N)c1nc(OC)nc(N2CCCC2)n1,-10,2,-14,0.5,17,-2,0,4,10
O=c1nc(C(F)(F)F)nc2ccccn12,-4,10,2,0.1,8,2,0,-3,-11
Cc1cccc2cc(CN(Cc3ccc(F)cc3)C(=O)N3CCOCC3)c3nnnn3c12,-16,-3,0,-2.8,-17,-3,2,2,14
O=C1NCCN(C(=O)CCc2nnc(-c3ccsc3)o2)C1c1ccc(F)cc1 (stereo not given),3,-3,-16,-1.6,22,-4,-1,1,-15
CCc1cccc(CC)c1NC(=S)Nc1ccccc1,-5,-12,-6,-0.1,-7,2,4,-3,-5

# Whole records as entered above.
# CCO[C@H]1OC(C(=O)N2CCN(Cc3ccc4c(c3)OCO4)CC2)=C[C@@H](C(C)(C)C)[C@@H]1CCCO across the screens: p47phox inh = -8; NPY-Y2 PAM-ag = 5; S1P4 antag = 1; S1P4 ag = -1.2; CHOP inhibitor = 9; NPY Y1 blocker = -1; BaF3 parental = -3; Ba/F3 V617F tox = -1; NPY-Y1 PAM-ag = -23
# CCOC(=O)NC1(C(F)(F)F)NC(=O)N(c2cccc(C(F)(F)F)c2)C1=O (stereo not given) across the screens: p47phox inh = -3; NPY-Y2 PAM-ag = -1; S1P4 antag = -13; S1P4 ag = 2.5; CHOP inhibitor = 1; NPY Y1 blocker = 8; BaF3 parental = 4; Ba/F3 V617F tox = 1; NPY-Y1 PAM-ag = 2
# CCOc1nc(Nc2cc(Cl)ccc2OC)nc(OCC)n1 across the screens: p47phox inh = -5; NPY-Y2 PAM-ag = -7; S1P4 antag = -1; S1P4 ag = 1.3; CHOP inhibitor = 40; NPY Y1 blocker = 0; BaF3 parental = 0; Ba/F3 V617F tox = -2; NPY-Y1 PAM-ag = -46

# (continued)
SMILES,p47phox inh,NPY-Y2 PAM-ag,S1P4 antag,S1P4 ag,CHOP inhibitor,NPY Y1 blocker,BaF3 parental,Ba/F3 V617F tox,NPY-Y1 PAM-ag
CC(=O)NCC(=O)N(c1ccccc1)C1(C(=O)NC2CCCCC2)CCCCC1,0,-13,-5,-2.4,11,6,4,3,-8
COC(=O)C(C)Oc1ccc(-c2nccc(-c3cccs3)n2)cc1 (stereo not given),-8,-3,7,-1.3,91*,0,0,-3,-18
CC(=O)N1C(C)(C)CC(=NOS(=O)(=O)c2ccccc2)CC1(C)C,-6,-4,-1,-0.7,6,-3,6,1,-13
CCCCCCn1cc(C(=O)O)c(=O)c2ccccc21,-14,-14,0,0.7,39,0,-2,2,-18
COc1ccccc1C(=O)NCCN1CCN(C(=O)c2ccccc2OC)CC1,-8,-2,-17,0.8,2,10,5,0,6
COc1ccc(CCn2c(=O)[nH]c3cc(C(=O)NCCN4CCOCC4)ccc3c2=O)cc1OC,1,-4,-7,0.0,15,4,0,-1,-10
O=C(COC(=O)c1ccc(F)cc1)NCCc1ccc(F)cc1,-3,3,-8,-1.7,2,4,-2,-4,5
COC(=O)c1sc2nc(C)nc(SCC(=O)C(C)(C)C)c2c1C,-14,0,-9,-0.8,23,2,5,4,-4
CCNC(=S)NCc1ccc(Cl)cc1,.,3,-2,1.0,.,0,2,2,2
COc1ccc(-c2cc(C(=O)Nc3nc4c(C)cccc4s3)c3ccccc3n2)cc1OC,-53,-33,-13,1.2,23,47*,6,-5,-85
CCCCNC(=S)Nc1ccccc1Cc1ccccc1,1,-6,4,-1.4,5,6,4,6,-11
Cc1ccc(S(=O)(=O)CCSc2nccn2C)cc1,-1,6,4,-0.9,-4,.,2,-7,-2
Cc1ccc(C(=O)N2CCC(C(=O)NCc3cccnc3)CC2)cc1,-1,14,7,-1.9,-13,2,2,-3,-7
Cc1ccc(N2NC(=O)/C(=C/C=C/c3ccco3)C2=O)cc1C,-2,-11,0,-0.2,5,-2,7,3,9

# Compound activity: PubChem BioAssay, several laboratories
